Bim-Bcl-W: inhibitors of Bim binding to Bcl-W, primary screen, biochemical, multiplexed, bead-based flow cytometry; Bcl-2-like protein 2 (Homo sapiens), Q92843; Bim peptide-Bcl-W binding; inhibition, % at 10 µM; hit rate 0.02% among 190,000; AID 952, 2007;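 also: 0% = bound tracer without compound and 100% = peptide blocker; higher means less fluorescent Bim peptide bound to Bcl-W beads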
Target sequence (Q92843 whole entry, looked up): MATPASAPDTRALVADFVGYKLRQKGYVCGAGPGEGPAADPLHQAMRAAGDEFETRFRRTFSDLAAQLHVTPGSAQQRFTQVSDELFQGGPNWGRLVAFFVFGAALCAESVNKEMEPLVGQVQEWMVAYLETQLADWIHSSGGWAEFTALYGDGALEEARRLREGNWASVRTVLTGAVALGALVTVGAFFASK
ABCB1 inh: ABCB1 efflux pump inhibitors, primary screen, cell-based, multiplex, flow cytometry, ABCG2 counter-screen | hit rate 0.067% among 190,000 | CCRF-Adr cells, JC-1 efflux | inhibition, % at 6.6 µM | ATP-dependent translocase ABCB1 (Homo sapiens), P08183 | AID 1326, 2008; in the data active = inhibition above about 40%;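 also: 0% = vehicle and 100% = reference inhibitor; higher value means more JC-1 retained so stronger ABCB1 efflux block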
Bim-Bcl-XL: inhibitors of Bim-Bcl-XL binding, primary screen, biochemical, multiplexed, bead flow cytometry, human Bcl-XL; Bcl-2-like protein 1 (Homo sapiens), Q07817; Bim peptide-Bcl-XL binding, fluorescence; inhibition, % at 10 µM; hit rate 0.04% among 190,000
Bim-Bcl-2: inhibitors of Bim-Bcl-2 binding, primary screen, biochemical, multiplexed, human Bcl-2 family. Apoptosis regulator Bcl-2 (Homo sapiens), P10415. Bead-based flow cytometry, Bim peptide-Bcl-2 binding. inhibition, % at 10 µM. hit rate 0.06% among 190,000. AID 950, 2007; in the data active = inhibition above about 40%; inconclusive = no clear call, values can overlap the other calls;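 also: 0% = no compound wells with probe peptide and 100% = reference peptide inhibitor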
RGS4-Gao reg: modulators of RGS4 binding to Galphao, primary screen, biochemical, multiplexed bead flow cytometry; Guanine nucleotide-binding protein G(o) subunit alpha (Homo sapiens), P09471; actives lie on both sides; AID 1415, 2008; hit rate 0.33% among 220,000; binding response (% of control), % at 10 µM; in the data active = binding response below about 49% or above about 150%; inactive = in between;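 also: fluorescent Galphao activated with aluminum fluoride binding bead-coupled RGS4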
RGS8-Gao reg: RGS8-Galphao binding modulators, primary screen, biochemical, multiplexed bead flow cytometry. Guanine nucleotide-binding protein G(o) subunit alpha (Homo sapiens), P09471. actives lie on both sides. response (percent of control binding), % at 10 µM. hit rate 0.34% among 220,000. AID 1423, 2008; in the data active = response below about 60% or above about 140%; inactive = in between;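 also: Galphao activated as the GDP aluminium fluoride complex binding bead-coupled RGS8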
Bfl-1 Bim block: inhibitors of Bim binding to Bfl-1, primary screen, biochemical, multiplexed, bead-based flow cytometry; Bcl-2-related protein A1 (Homo sapiens), Q16548; Bim-Bfl-1 binding inhibition; inhibition, % at 10 µM; hit rate 0.12% among 190,000; AID 1008, 2008;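 also: 0% = wells without compound plus tracer and 100% = blocker peptide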
ABCG2 block: ABCG2 efflux pump inhibitors, primary screen, multiplex with ABCB1, IgMXP3 cells, flow cytometry. AID 1325, 2008. Broad substrate specificity ATP-binding cassette transporter ABCG2 (Homo sapiens), Q9UNQ0. JC-1 efflux. inhibition, % at 6.6 µM. hit rate 0.1% among 190,000;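 active = inhibition above 80%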;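 also: 0% = DMSO and 100% = nicardipine control wells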
Target sequence (Q9UNQ0 whole entry, looked up): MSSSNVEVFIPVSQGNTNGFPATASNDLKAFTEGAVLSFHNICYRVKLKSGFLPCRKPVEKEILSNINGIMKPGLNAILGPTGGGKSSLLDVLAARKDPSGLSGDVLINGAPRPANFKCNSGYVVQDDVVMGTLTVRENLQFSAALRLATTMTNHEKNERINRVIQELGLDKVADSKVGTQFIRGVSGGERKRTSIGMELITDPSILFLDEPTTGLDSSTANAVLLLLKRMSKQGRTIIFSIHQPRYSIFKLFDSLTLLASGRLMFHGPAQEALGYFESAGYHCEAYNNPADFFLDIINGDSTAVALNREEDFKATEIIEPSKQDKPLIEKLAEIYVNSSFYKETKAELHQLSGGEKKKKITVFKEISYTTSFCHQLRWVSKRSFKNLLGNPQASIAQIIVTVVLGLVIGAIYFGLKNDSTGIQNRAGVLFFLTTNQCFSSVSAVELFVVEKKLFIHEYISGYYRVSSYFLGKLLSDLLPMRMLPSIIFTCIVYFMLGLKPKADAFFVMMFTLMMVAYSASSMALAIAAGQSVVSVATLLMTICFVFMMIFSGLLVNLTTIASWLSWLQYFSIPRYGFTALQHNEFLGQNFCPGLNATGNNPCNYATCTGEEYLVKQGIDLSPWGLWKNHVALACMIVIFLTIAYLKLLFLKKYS
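Incubation: cells with compound and JC-1, 10 min at 25 °C, rotating, no wash / Test system: IgMXP3 (ABCG2) plus far-red-tagged CCRF-Adr (ABCB1) cells / Compound dosing: one concentration, 6.6 µM final / Also added: JC-1 fluorescent substrate / Evaluation: efflux inhibition in percent versus controls / Detection: flow cytometry, 530 nm JC-1 signal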
RGS7-Gao reg: RGS7-Galphao binding modulators, primary screen, biochemical, multiplexed bead flow cytometry | Guanine nucleotide-binding protein G(o) subunit alpha (Homo sapiens), P09471 | binding response (% of control), % at 10 µM | hit rate 0.35% among 220,000 | actives lie on both sides; in the data active = binding response below about 49% or above about 150%; inconclusive = no clear call, values can overlap the other calls; inactive = in between;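 also: fluorescent Galphao held in activated GDP-AlF4 state binding bead-coupled RGS7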
GSH fluor: compound fluorescence on glutathione beads, profiling panel, artefact control, biophysical, 488/530 nm, flow cytometry. GSH beads flow cytometry, compound fluorescence 488/530 nm; hits give high values. fluorescence (KMESF) at 10 µM. hit rate 0.25% among 190,000. AID 1776, 2009; in the data active = fluorescence above about 89;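 also: glutathione beads carrying GST-tagged Bcl family fusion proteins plus one bare bead set; values are compound well signal with DMSO vehicle wells as background; inactives centre near 16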
Bim-Bcl-B: inhibitors of Bim-Bcl-B binding, primary screen, biochemical, multiplexed, human Bcl-2 family | inhibition, % at 10 µM | hit rate 0.073% among 190,000 | Bcl-2-like protein 10 (Homo sapiens), Q9HD36 | bead-based flow cytometry, Bim peptide-Bcl-B binding | AID 951, 2007;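 also: 0% = tracer peptide without compound and 100% = reference inhibitor peptide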
Target sequence (Q9HD36 whole entry, looked up): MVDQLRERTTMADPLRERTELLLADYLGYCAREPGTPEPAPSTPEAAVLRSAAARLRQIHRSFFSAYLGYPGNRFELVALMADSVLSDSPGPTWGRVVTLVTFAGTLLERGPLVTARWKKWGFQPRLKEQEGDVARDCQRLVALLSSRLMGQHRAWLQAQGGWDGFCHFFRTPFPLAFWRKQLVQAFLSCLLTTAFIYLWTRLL
An asterisk follows results filed as active; ? = inconclusive. Rule as the data show it, unless noted: active = inhibition above about 40%. Hits appear at their usual frequency; overall some 1.1% were active at least once.

Every second line gives: Bim-Bcl-W | ABCB1 inh | Bim-Bcl-XL | Bim-Bcl-2 | RGS4-Gao reg | RGS8-Gao reg | Bfl-1 Bim block | ABCG2 block | RGS7-Gao reg | GSH fluor | Bim-Bcl-B
- Cc1n[nH]c(=O)nc1NCCN(C)C
  1 | 0.0 | -7 | -4 | 103 | 100 | -14 | 1 | 103 | 27 | -7
- CC(=O)c1cc2c(cc1N/C(=N/S(=O)(=O)c1ccccc1)c1ccc(Cl)cc1)OCO2
  -8 | 5.2 | -9 | -12 | 101 | 103 | -13 | 25 | 102 | 19 | -10
- O=C(CO/N=C1\CCCc2nonc21)Nc1ccccc1Cl
  -7 | 0.6 | -8 | -14 | 99 | 101 | -15 | 10 | 98 | 11 | -9
- CCOC(=O)c1c(C)c(-c2ccccc2)n(CC(=O)NCCCN(CC)CC)c1C
  -2 | 0.3 | -4 | -2 | 106 | 106 | -4 | 0 | 101 | 9 | -3
- NC(=O)CCCSc1nc2ccccc2[nH]1
  1 | 0.8 | -1 | -1 | 101 | 101 | -4 | 1 | ? | 13 | 0
- Cc1ccc(NC(=O)c2cccc(OCc3c(C)noc3C)c2)c(C)c1
  3 | 0.5 | 0 | -4 | 99 | 99 | -7 | 1 | 102 | 9 | 0
- Cc1nnc(SCCCN2C(=O)c3ccccc3C2=O)o1
  -1 | 0.4 | -2 | -6 | 94 | 95 | -11 | 2 | 93 | 34 | -12
- O=[N+]([O-])c1ncn(Cc2ccccc2Cl)n1
  -4 | 0.1 | -8 | -3 | 98 | 100 | -2 | 0 | 101 | 10 | -7
- CC1=C(C(=O)OCc2ccccc2)C(c2cccc([N+](=O)[O-])c2)NC(=O)N1CCCCCC(=O)O (configuration not stated)
  -2 | 0.4 | -3 | -3 | 101 | 100 | 0 | 5 | 102 | 19 | -3
- COc1cccc(CNCCO)c1OCc1ccccc1
  -4 | 0.6 | -2 | -5 | 101 | 100 | -4 | 1 | ? | 12 | -4
- COc1ccc(C2C3=C(CC(C)(C)CC3=O)Oc3ncn(CCO)c(=N)c32)cc1OC (configuration not stated)
  -3 | 1.1 | 0 | -3 | 97 | 108 | -1 | 5 | 97 | 36 | -5
- C=CCNC(=O)C1CCN(S(=O)(=O)CC)CC1
  0 | 0.1 | 1 | 2 | 101 | 103 | 0 | 1 | 98 | 6 | 5
- CCOC(=O)c1c(-c2ccccc2)csc1NC(=O)c1ccc(N2C(=O)CCC2=O)cc1
  0 | 1.1 | -3 | -6 | 97 | 98 | -15 | 28 | 97 | 24 | -4
- O=S(=O)(c1ccccc1)N1CCN(C(=S)NCc2ccccc2)CC1
  -3 | 1.1 | -3 | 0 | 96 | 97 | 0 | 6 | 99 | 73 | -1
- Cc1ccc(S(=O)(=O)N(C)Cc2ccc(C(=O)N/N=C/c3ccc(OC(F)F)cc3)cc2)cc1
  -5 | 1.9 | -5 | -6 | 97 | 78 | -3 | 0 | 94 | 8 | -7

Later entries
Every second line gives: Bim-Bcl-W | ABCB1 inh | Bim-Bcl-XL | Bim-Bcl-2 | RGS4-Gao reg | RGS8-Gao reg | Bfl-1 Bim block | ABCG2 block | RGS7-Gao reg | GSH fluor | Bim-Bcl-B
- Cc1ccc(S(=O)(=O)N2CCC(NC(=O)c3ccccc3)CC2)cc1
  1 | 1.1 | 0 | 0 | 100 | 103 | -5 | 6 | 97 | 24 | -1
- O=C(/C=C/c1ccccc1[N+](=O)[O-])NCc1cccnc1
  -8 | 0.0 | -8 | -14 | 97 | 101 | -16 | 17 | 95 | 18 | -10
- Cc1ccc(S(=O)(=O)N2CCC(C(=O)Nc3nnc(-c4ccco4)s3)CC2)cc1
  -1 | 0.3 | -1 | -12 | 98 | 100 | -15 | 2 | 98 | 30 | -11
- CSc1nsc(SC)c1NC(=O)OC1CCCCC1
  -1 | 1.1 | -1 | -10 | 106 | 100 | -11 | 4 | 105 | 27 | -11
- N#C/C(=N\Nc1cccc(F)c1)C(=N)N1CCCCCC1
  0 | 0.1 | 0 | 4 | 104 | 108 | 1 | 16 | 107 | 13 | 0
- CCc1nnc(NS(=O)(=O)c2ccc(NC(=O)/C=C/c3ccc(OC)cc3OC)cc2)s1
  -1 | -1.0 | -5 | -8 | 100 | 101 | -14 | -3 | 96 | 16 | -8
- Brc1ccc(-c2cnco2)cc1
  0 | 2.4 | -2 | 0 | 104 | 107 | -4 | 12 | 103 | 10 | -4
- CCOc1ccc(NC(=S)NC2CC3CCC(C2)N3Cc2ccco2)cc1 (configuration not stated)
  0 | 1.2 | -2 | 1 | 108 | 103 | 5 | 1 | ? | 28 | 9
- Cc1nnc2ccc(-c3ccc(NC(=O)c4cccnc4Cl)cc3)nn12
  -1 | 0.0 | 1 | -1 | 99 | 102 | -4 | 1 | 103 | 7 | 0
- COc1cccc(-c2nn(-c3ccccc3)cc2/C=C(\C#N)C(=O)NCCCn2ccnc2)c1
  0 | 2.1 | -2 | 2 | 104 | 107 | -1 | 22 | 103 | 24 | -1
- Cc1cccc(-n2ncc3c(N(CCO)CCO)ncnc32)c1
  -5 | 0.1 | -9 | -5 | 101 | 102 | -7 | 2 | 101 | 14 | -9
- Cc1ccc(-c2nc(CS(=O)CC(=O)NCCN(CC(C)C)CC(C)C)c(C)o2)cc1 (configuration not stated)
  1 | 1.0 | 1 | -3 | 101 | 102 | 0 | 2 | 99 | 25 | 0
- Cc1nc(-c2cccs2)ccc1C(=O)O
  0 | 0.1 | -2 | 0 | 104 | 103 | -7 | 3 | 104 | 8 | -2
- CC1(C(=O)NC2CCCCCCC2)CCC(=O)N1CCN1CCOCC1 (configuration not stated)
  -4 | -0.4 | -9 | -5 | 99 | 100 | -16 | -5 | 102 | 21 | -7
- COc1cc(C(C)=O)ccc1COc1ccc(C(=O)OC(C)C(=O)NC(N)=O)cc1OC (configuration not stated)
  -5 | -0.2 | -6 | -5 | 99 | 98 | -15 | 2 | 98 | 15 | -8

Further structures.
Every second line gives: Bim-Bcl-W | ABCB1 inh | Bim-Bcl-XL | Bim-Bcl-2 | RGS4-Gao reg | RGS8-Gao reg | Bfl-1 Bim block | ABCG2 block | RGS7-Gao reg | GSH fluor | Bim-Bcl-B
- COc1cccc2sc(Nc3nc(-c4ccccn4)cs3)nc12
  5 | 0.0 | -2 | -8 | 101 | 102 | -13 | 1 | 100 | 21 | 0
- CCC1CCCCN1Cc1ccc(OC)c(C)c1 (configuration not stated)
  -3 | -0.2 | -4 | 3 | 108 | 114 | 0 | 0 | 101 | 27 | -1
- CC(C)CNC(=O)c1cccc(NC(=O)COc2ccc([N+](=O)[O-])cc2)c1
  -4 | 1.2 | -2 | -1 | 101 | 99 | 1 | 12 | 105 | 19 | 4
- CCC(C)C(Nc1ccc(C(=O)OC)cc1[N+](=O)[O-])C(=O)OC (configuration not stated)
  -3 | 2.6 | -5 | -4 | 103 | 99 | -3 | 42 | 100 | 12 | -7
- O=C(c1cccs1)N1CCC(c2ccccc2)C1 (configuration not stated)
  0 | 0.7 | -3 | -7 | 101 | 98 | -14 | 5 | 103 | 31 | -6
- COc1ccc(C(=O)N2CCOC2CNC(=O)C(=O)NCc2ccc3c(c2)OCO3)cc1 (configuration not stated)
  -3 | 0.3 | -3 | -3 | 96 | 96 | -5 | 13 | 97 | 22 | -8
- O=C(Nc1cccc([N+](=O)[O-])c1)Nc1cccs1
  -4 | -0.8 | -5 | 0 | 101 | 99 | 5 | 15 | 98 | 67 | -2
- COc1ccc(-c2nnn(CC(=O)N(CC3CCCO3)C(C(=O)NC(C)(C)C)c3ccco3)n2)cc1OC (configuration not stated)
  -2 | 4.1 | -1 | 0 | 105 | 104 | 3 | 5 | 121 | 18 | 3
- Cc1cccnc1NC(=O)CSc1nnc(Cc2ccccc2)o1
  -1 | -0.5 | -2 | -1 | 102 | 102 | -3 | 0 | 102 | 17 | -7
- COc1cc(COc2ccc3c(C)c(Cc4ccccc4)c(=O)oc3c2)cc(OC)c1OC
  0 | 1.5 | -1 | -6 | 97 | 99 | -15 | 33 | 93 | 34 | -6
- Nc1c([N+](=O)[O-])cnnc1-c1ccccc1
  -1 | 0.3 | -4 | -1 | 100 | 99 | -2 | 3 | 99 | 9 | -5
- CC(C)N1CCC2(CC1)C(C#N)=C(N)NC(S)=C2C#N
  -4 | -1.0 | -4 | 3 | 109 | 96 | 19 | -10 | 110 | 13 | -49
- O=C(O)CC1Oc2ccc(Cl)cc2NC1=O (configuration not stated)
  -4 | 0.6 | -7 | -4 | 100 | 101 | -11 | 1 | 99 | 15 | -6
- CCN(CC(=O)NC1CCS(=O)(=O)C1)c1nc(-c2ccccc2)nc2ccccc12 (configuration not stated)
  0 | 3.4 | -4 | -13 | 105 | 102 | -12 | 24 | 103 | 14 | -5
- COC1=C/C(=C/c2c(N)n3cc(C)sc3nc2=O)C=CC1=O
  0 | 0.4 | 0 | 0 | 136 | 104 | 1 | 0 | 134 | 8 | 1

Additional results.
Every second line gives: Bim-Bcl-W | ABCB1 inh | Bim-Bcl-XL | Bim-Bcl-2 | RGS4-Gao reg | RGS8-Gao reg | Bfl-1 Bim block | ABCG2 block | RGS7-Gao reg | GSH fluor | Bim-Bcl-B
- COc1ccccc1CNc1ccc(CNc2ncn[nH]2)cc1
  2 | 1.1 | 0 | -1 | 97 | 101 | -2 | 3 | 100 | 15 | -5
- O=C(O)c1ccc(Nc2nc(-c3ccccc3)cs2)cc1
  0 | -0.4 | -1 | -2 | 101 | 101 | -1 | 7 | 106 | 11 | -3
- O=S(=O)(c1ccc(Cl)cc1)n1ccc2cccnc21
  1 | 0.4 | -2 | -14 | 98 | 100 | -14 | 5 | 103 | 9 | -10
- CCOc1c2ccoc2nc2c(OC)c(OC)ccc12
  -3 | -0.1 | -3 | -2 | 101 | 100 | -8 | 3 | 103 | 21 | -3
- CCOc1ccc(NC(=O)COC(=O)c2ccc3c(c2)C(=O)N(CCc2ccccc2)C3=O)cc1
  -4 | 0.0 | -7 | -5 | 102 | 101 | -4 | -1 | 104 | 6 | -7
- OC(COCc1cccs1)CN1CCN(c2ccccc2Cl)CC1 (configuration not stated)
  -2 | -0.1 | -6 | -3 | 102 | 104 | -6 | 0 | 101 | 12 | -4
- O=C(Nc1ccccc1)/C(=C1\CCCN1)[N+](=O)[O-]
  -1 | -1.4 | -1 | -4 | 103 | 101 | -7 | -4 | 101 | 18 | -5
- Cc1nnc(NC(=O)c2cccc(F)c2)s1
  -2 | 0.1 | 0 | -6 | 100 | 100 | 0 | 3 | 98 | 17 | -1
